Screening data deposited in PubChem by several laboratories.
KKLEB tox: reduces viability of KKLEB cystic fibrosis airway cells. KKLEB CF airway cells viability, ATPlite luminescence, overnight; stronger effect = lower value; cells stimulated with P. aeruginosa culture filtrate. activity change (cytotoxicity), % at 5 µM. 360,000 tested, 0.36% active. AID 602141;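 active = corrected activity change at or below -50% at 5 µM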
NR2E3 ag-1: NR2E3 (human) agonism. AID 2300. GST-NR2E3/biotin-RetCOR TR-FRET, 1536-well. 320,000 tested, 0.12% active. inhibition of corepressor binding, % at 4.78 µM;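 active = percent inhibition above the cutoff of mean plus 3 SD of all tested compounds, set per screening campaign, cut at about 20% in these data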;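 also: 0% = DMSO wells and 100% = biotin wells as full block of FRET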
Target sequence (Q9Y5X4 whole entry, looked up): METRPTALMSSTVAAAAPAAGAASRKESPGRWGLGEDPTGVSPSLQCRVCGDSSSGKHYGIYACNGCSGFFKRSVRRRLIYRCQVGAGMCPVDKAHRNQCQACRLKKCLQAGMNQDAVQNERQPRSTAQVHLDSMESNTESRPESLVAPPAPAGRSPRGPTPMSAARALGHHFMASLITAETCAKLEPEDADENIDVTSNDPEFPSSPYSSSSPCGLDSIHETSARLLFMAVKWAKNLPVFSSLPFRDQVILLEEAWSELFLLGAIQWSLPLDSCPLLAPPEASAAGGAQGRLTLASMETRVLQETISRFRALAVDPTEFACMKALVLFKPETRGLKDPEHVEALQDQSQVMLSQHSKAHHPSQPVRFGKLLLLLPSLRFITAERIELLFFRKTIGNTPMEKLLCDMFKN
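Test system – NR2E3–RetCOR corepressor complex · Quantity – NR2E3 fusion 1.35 nM · Buffer or medium – Tris pH 7.5 · Incubation – Compound–protein incubation for 5 h at 4 °C · Technique – TR-FRET, Eu(K)-anti-GST donor, streptavidin-D2 acceptor, ex 340, em 617/671 nm · Evaluation – percent inhibition of 671/617 nm emission ratio versus biotin and DMSO controls · Plate – 1536-well format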
HIF-2a inh: inhibitors of HIF-2a. 786-0 RCC cells HIF-2a reporter, luciferase luminescence, overnight. inhibition, % at 18.8 µM. 360,000 tested, 0.72% active. AID 624352;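 active = inhibition of the luminescence signal of 40% or more relative to plate controls, in a single-dose primary screen at 18.75 µM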
LMP1 NFkB inh: Epstein-Barr LMP1 NF-kappaB reporter inhibition; AID 504558; 350,000 tested, 0.69% active; LMP1-induced NF-kappaB luciferase reporter cells, luminescence; inhibition, % at 12.5 µM; in the data active = inhibition above about 41%;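 also: 0% = neutral control wells and 100% = reference inhibitor control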
Shn3 3UTR inh: inhibitors of Schnurri-3 3'UTR reporter in osteoblasts; AID 588674; Clone20 osteoblast Shn3 3'UTR firefly luciferase, 24 h; 360,000 tested, 0.52% active; inhibition, % at 12.5 µM;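 active = mean inhibition of at least 75% with every replicate also reaching 75%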;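 also: 0% = median of neutral control wells and 100% = pilot-screen positive control compound; some compounds past the cut are filed as inactive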
TRAIL sens C8: caspase-8 TRAIL sensitization; NB7+C8 cells + TRAIL, ATPlite viability luminescence; inhibition (viability loss, TRAIL sensitization), % at 10 µM; 360,000 tested, 1% active;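 active = compounds causing at least 50% loss of cell viability in the single-dose screen, relative to plate controls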
NR2E3 ag-2: human photoreceptor-specific nuclear receptor agonism. CHO-S Gal4-NCOR/VP16-NR2E3 two-hybrid, luciferase. inhibition of corepressor binding, % at 3.98 µM. 360,000 tested, 0.35% active. AID 602229;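 active = inhibition above the mean of all tested compounds plus 3 SD, cut at about 70% in these data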;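 also: 0% = DMSO with NR2E3 transfected cells and 100% = cells lacking NR2E3 construct; higher means lower luciferase signal from less NR2E3 corepressor binding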
MITF TRPM1 inh: reduces MITF-dependent TRPM1 promoter luciferase signal; SK-MEL-5 TRPM1 promoter luciferase, 24 h; inhibition, % at 12.5 µM; 330,000 tested, 0.83% active; AID 488899;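 active = mean inhibition across replicates of 60% or more, whatever share of single replicates reaches that level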; also: values of inactives mirror those of a sister screen read the other way
CF NFkB inh: blocks PAF-induced NF-kB reporter in cystic fibrosis cells; KKLEB NF-kB-GFP reporter, GFP fluorescence overnight; inhibition, % at 5 µM; 360,000 tested, 0.86% active;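 active = at least 50% inhibition at 5 µM, scaled per plate between neutral and stimulator controls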;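 also: PAF is a Pseudomonas aeruginosa culture filtrate used as stimulus; plate controls were PAF-stimulated DMSO wells for no effect and unstimulated DMSO wells for full effect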
hiPSC survival: enhancers of human iPSC single-cell survival. hiPSC single-cell survival, ATPlite luminescence; 100% = ROCK inhibitor wells, 0% = DMSO. survival enhancement, % at 20 µM. 360,000 tested, 0.044% active. AID 602274; in the data active = survival enhancement above about 18%;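 also: cells exposed to compounds for 16 hours before the ATP read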
Peg3 prom inh: inhibitors of Peg3 promoter; HeLa PEG-Prom luciferase reporter, luminescence, overnight; inhibition, % at 20 µM; 360,000 tested, 1.7% active;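 active = inhibition of at least 50% at 20 µM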
* marks the source's active call; other numbers are inactive results; · = no result given. Only part of the results is shown; rates above refer to the full screens.

SMILES	KKLEB tox	NR2E3 ag-1	HIF-2a inh	LMP1 NFkB inh	Shn3 3UTR inh	TRAIL sens C8	NR2E3 ag-2	MITF TRPM1 inh	CF NFkB inh	hiPSC survival	Peg3 prom inh
Cc1ccc(S(=O)(=O)N2CCC(=O)N(CCOCc3ccc(C(F)(F)F)cc3)CC2)cc1	-15	2	4	16	54	26	81*	33	21	0.4	5
COc1ccc(C(=O)Nc2ccc(CN3CCOCC3)cc2)cc1	-4	4	-126	-8	-39	8	-71	-51	10	0.6	-184
Cc1ccc(Cl)cc1NC(=O)C1CCCN(S(C)(=O)=O)C1 (configuration not stated)	11	-3	18	-1	7	12	-4	9	-4	-0.6	11
Cc1onc(-c2ccccc2)c1NC(=O)Nc1c(-c2ccccc2)noc1C	-12	1	20	1	-1	-11	-15	5	14	-1.5	-6
O=C(COc1ccc(Cl)cc1Cl)NC(=O)N1CCOCC1	8	1	-107	-6	-19	6	2	-66	-15	-0.2	-129
O=C(NCc1ccc2c(c1)OCO2)C1CCCN1C(=O)Nc1ccccc1 (configuration not stated)	-3	-2	-4	6	14	19	10	1	10	-1.8	-6
CC(=O)Oc1ccc2oc3c(c2c1)C(=O)CCC3	-4	3	8	-6	-21	6	-15	-17	9	3.8	14
CCOC(=O)CCCNC(=O)CCNC(=O)c1ccc(OCC(C)C)cc1	10	0	18	0	2	-2	-13	12	9	1.0	17
CCCCCCCCNC(=O)CCNC(=O)c1ccc(C(C)(C)C)cc1	-3	1	-10	5	24	9	-2	0	10	-2.6	17
COc1ccc(N2C(=O)C(CC(=O)Nc3ccccc3)N(CCc3ccc(OC)c(OC)c3)C2=O)cc1 (configuration not stated)	-10	1	4	-2	-2	-1	2	6	2	2.4	8
CC(OC(=O)c1ccc2c(c1)OCO2)C(=O)NC1CCCCC1C (configuration not stated)	-38	·	8	2	-16	25	3	-3	12	0.1	3
Cn1cccc1CC(=O)N/N=C/c1cc([N+](=O)[O-])ccc1Cl	-24	2	4	-1	-1	-8	8	-3	-6	-0.1	17
CCOC(=O)c1sc(NC(=O)CSc2nnc(-c3ccco3)o2)c(C(=O)OCC)c1C	-11	9	-8	-6	18	-4	-29	-12	14	-4.5	-33
O=C(O)c1ccc(CNCc2ccccc2F)cc1	1	4	-3	6	2	3	-32	0	-3	-3.6	-1
CCOCCCNC(=O)c1ccccc1Br	4	0	-1	2	1	-6	-5	0	6	2.4	-12
CCN(CC)S(=O)(=O)c1ccc(OC)c(NC(=O)CSc2ccccc2)c1	-5	1	7	-13	14	-9	-17	1	1	4.4	14
CC(=O)Nc1ccccc1N(CC(O)Cn1c2ccccc2c2ccccc21)S(=O)(=O)c1ccc(C)cc1 (configuration not stated)	-17	2	21	-18	19	-2	-23	-1	16	-0.7	48
Cc1nc2cc(NC(=O)c3ccco3)ccc2n1C	-6	-3	-105	10	-46	51*	-107	-18	10	-0.5	-82
O=C(Nc1cccc2ncccc12)C12CC3CC(CC(C3)C1)C2	2	2	24	4	-3	28	-13	-4	1	-1.2	2
Cc1cc(NC(=O)C(=O)c2cn(C)c3ccccc23)no1	9	1	-59	-17	4	-1	-15	-4	-17	-0.5	-43
COc1cc(-c2nnc(SCC(=O)/C(C#N)=C(\C)N)o2)cc(OC)c1OC	-5	1	-39	10	-20	-2	-17	-19	-10	-0.8	16
CC(Cc1ccccc1)=NNc1ccc([N+](=O)[O-])cc1[N+](=O)[O-]	-5	·	-3	7	73	2	-2	20	-3	-0.1	-7
O=C(CSC1CC(=O)N(c2ccc(C(=O)O)cc2)C1=O)Nc1ccc2ccccc2c1 (configuration not stated)	11	0	11	0	-26	-5	-2	5	-13	0.2	-25
COc1ccccc1OCC(=O)Nc1cc(C(F)(F)F)ccc1-n1cncn1	-10	2	10	-19	17	3	-3	-6	16	-0.5	8
O=S(=O)(c1ccc2c(c1)OCCO2)N1CCC(c2nc3ccccc3[nH]2)CC1	7	4	21	-11	-40	-1	3	7	-20	-2.1	19
CCNC(=O)C12CCC(C)(c3nc4cc(C)c(C)cc4nc31)C2(C)C (configuration not stated)	16	-3	23	4	3	-5	-1	16	-10	1.4	12
NC(=O)Cc1ccc(C(=O)CSc2nnc(-c3ccncc3)n2C2CC2)s1	-5	·	-1	0	-2	-5	12	0	-2	0.5	13
CCOc1nc(-c2ccccc2)ccc1-c1noc(-c2cccs2)n1	-27	0	4	-8	-6	8	-28	-2	21	-0.9	-11
c1ccc(-c2nnc3n2-c2ccccc2SC3)cc1	6	1	14	1	4	-8	0	9	-2	-0.3	17
CC(=O)c1ccc(NC(=O)Cn2c(=O)oc3ccccc32)cc1	12	1	12	-1	-16	12	-5	2	-12	-0.6	4
COc1ccc2sc(-c3ccc(S(C)(=O)=O)cc3)c(C(=O)NCCCN3CCCC3=O)c2c1	-7	·	0	-3	1	-4	-2	0	-19	-1.8	11
Fc1ccc(Br)cc1/C=N/N1CCN(c2ccccc2)CC1	6	1	-80	-6	-3	9	-8	7	-14	0.8	-31
Cc1c(N/C(=N/S(=O)(=O)c2ccccc2)c2ccc(Cl)cc2)c(=O)n(-c2ccccc2)n1C	12	0	20	2	-27	-7	-9	3	-1	-0.9	12
O=Cc1ccc(Oc2ccc(F)cc2)nc1	-1	2	6	-4	-4	-11	-23	-14	5	-3.3	-1
Cc1ccc(CNC(=O)Cn2c([N+](=O)[O-])cnc2C)cc1	8	3	6	-2	26	11	-9	3	3	-1.7	2
CCCCNC(=O)C1(C)CCCCN1C(=O)c1ccc(C)c(F)c1 (configuration not stated)	9	·	3	·	-11	-2	-6	·	-15	6.3	11
CC(NC(=O)C(c1ccccc1)c1ccccc1)c1ccc(S(N)(=O)=O)cc1 (configuration not stated)	17	0	22	-6	5	-13	-9	-1	-8	-0.4	3
O=C(CN1C(=O)CSC1=O)N1CCCCC1	-9	3	4	0	-2	-12	-12	-11	8	-1.9	5
CS(=O)(=O)N1CCN(c2ccc(NC(=O)c3ccccc3)cc2)CC1	4	-1	-170	-13	-52	18	-50	-52	-6	-2.2	-164
COc1cc(/C=N/NC(=O)CCC(=O)Nc2ccc(Br)cc2)ccc1O	15	0	7	17	3	-27	-3	14	-16	-0.8	7
COc1ccc(OCC(=O)NC2CCSc3ccccc32)cc1 (configuration not stated)	7	·	-16	-4	-4	-1	-12	2	-6	-2.6	-9
O=C(CN1CCC(C(=O)c2ccc(F)cc2)CC1)NCc1ccccc1F	5	-1	5	3	12	4	-14	10	-5	-0.1	20
CCOC(=O)/C(C#N)=N/Nc1ccccc1C(=O)O	3	2	-7	-1	1	49	1	-3	-21	1.4	14
C[C@@H](C(=O)NCCc1c[nH]c2ccccc12)[C@H]1C[C@]1(C)[C@H](NC(=O)OCc1ccccc1)c1ccccc1	14	3	12	-6	16	20	0	11	-4	-1.2	11
CCN(CC)C(=O)c1ccc(-c2nnc(Nc3ccc(O)cc3)c3ccccc23)cc1	3	0	28	-5	23	2	-13	10	6	0.4	15
CN(C(=O)OCc1ccccc1)C(CC(N)=O)C(=O)O (configuration not stated)	-13	-1	-11	3	-48	-4	15	10	4	0.6	7
Cc1c(C(=O)N2CCC(C)CC2)sc2ncnc(N3CCN(c4ccccc4)CC3)c12	4	·	-27	6	-47	12	-13	-2	7	1.4	24
CCOc1ccc(NS(=O)(=O)c2cccs2)cc1S(=O)(=O)N1CCCC1	3	·	4	-4	-3	1	-3	·	-6	-2.1	3
COc1ccc(CCN2CC(C(=O)NCCc3cccc(F)c3)CCC2=O)cc1 (configuration not stated)	6	·	-20	0	-18	-10	3	-8	10	-0.5	0
CCCCCCCC(=O)NC(Nc1ccccc1OC)C(Cl)(Cl)Cl (configuration not stated)	-5	2	14	2	16	2	5	-7	12	-2.0	20
CCOc1cc(C#N)ccc1OCC(=O)N1CCN(C(=O)c2cccs2)CC1	-12	3	18	12	-7	8	-1	7	-1	0.0	28
CCOC(=O)c1ccc(NS(=O)C23CC4CC(CC(C4)C2)C3)cc1 (configuration not stated)	3	0	-21	-14	-36	-6	-49	-13	0	-1.2	-10
COc1ccc(N2CCc3c(C)nc(SC)nc32)cc1	-12	1	-27	8	-3	-8	-36	-16	5	-1.1	8
CC(OC(=O)c1ccc(C#N)cc1)C(=O)Nc1ccc(Cl)cn1 (configuration not stated)	-14	·	2	-7	4	6	11	1	28	-0.2	-12
COc1ccc(/C=N/NC(=O)c2nc(-c3ccccc3)cc(-c3ccccc3)n2)cc1O	-11	-6	0	-12	22	39	-33	-68	5	-1.4	-7
Cc1ccc(C(=O)CCCn2nnc(-c3cccnc3)n2)cc1C	-5	-3	15	-22	7	-10	-3	0	6	0.3	4
O=C(COc1ccc(F)cc1)N1CCC(Cc2ccccc2)CC1	9	0	-91	3	0	-2	-20	-6	9	0.2	-48
Cc1noc(C)c1NC(=O)N(C)C[C@H]1OCc2cnnn2CCCC(=O)N([C@H](C)CO)C[C@H]1C	-1	·	11	·	16	3	18	·	-14	1.6	-8
O=C(Nc1ccc(N2CCCC2)cc1)c1cc([N+](=O)[O-])ccc1N1CCOCC1	32	1	26	2	-16	25	-24	1	-38	-0.3	12
Cc1ccc(/C(O)=C2/C(=O)C(=O)N(CCN3CCOCC3)C2c2cccnc2)cc1 (configuration not stated)	4	0	12	-10	0	-8	0	-1	-8	-1.5	4

Full records, looked up by structure:
Profile of `COc1ccc(CCN2CC(C(=O)NCCc3cccc(F)c3)CCC2=O)cc1` (configuration not stated) : KKLEB tox = 6; NR2E3 ag-1 = ·; HIF-2a inh = -20; LMP1 NFkB inh = 0; Shn3 3UTR inh = -18; TRAIL sens C8 = -10; NR2E3 ag-2 = 3; MITF TRPM1 inh = -8; CF NFkB inh = 10; hiPSC survival = -0.5; Peg3 prom inh = 0
Profile of `Cc1ccc(/C(O)=C2/C(=O)C(=O)N(CCN3CCOCC3)C2c2cccnc2)cc1` (configuration not stated) : KKLEB tox = 4; NR2E3 ag-1 = 0; HIF-2a inh = 12; LMP1 NFkB inh = -10; Shn3 3UTR inh = 0; TRAIL sens C8 = -8; NR2E3 ag-2 = 0; MITF TRPM1 inh = -1; CF NFkB inh = -8; hiPSC survival = -1.5; Peg3 prom inh = 4

Other entries.
SMILES	KKLEB tox	NR2E3 ag-1	HIF-2a inh	LMP1 NFkB inh	Shn3 3UTR inh	TRAIL sens C8	NR2E3 ag-2	MITF TRPM1 inh	CF NFkB inh	hiPSC survival	Peg3 prom inh
Cn1c(=O)c2c(ncn2CCc2ccccc2)n(C)c1=O	14	3	4	3	10	-4	-1	1	-37	-1.6	4
Cc1ccc(S(=O)(=O)N(C)C[C@@H]2OCc3cnnn3CCCC(=O)N([C@H](C)CO)C[C@@H]2C)cc1	-3	·	9	-4	-1	-1	-15	·	25	-1.3	-7
COCCCNC(=S)N1CCN(c2nc(-c3ccc(Cl)cc3)cs2)CC1	-5	·	-34	30	48	-2	65	·	0	0.1	2
O=C(CCNC(=O)OCc1ccccc1)NC1CCCCCC1	1	5	-1	13	-18	21	-8	-1	6	0.1	11
